NR1D1 modulator: modulators of Rev-erb alpha DNA binding, primary screen, biochemical, FITC-DNA, fluorescence polarization, uHTS | Nuclear receptor subfamily 1 group D member 1 (Homo sapiens), P20393 | Rev-erbα–FITC-DNA binding, 90 min | activity, % at 10 µM | 370,000 tested, 0.79% active | AID 1259318, 2017;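 active means activity above about 14%, limit read from the data; passing the limit was not always enough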;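 further: 0% = DMSO wells with 35 nM protein and 100% = DMSO wells with 750 nM protein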
FXN GAA850 act: FXN promoter activators, primary screen, cell-based, luciferase luminescence, HEK293 lucGAA850; HEK293 lucGAA850 FXN promoter luciferase reporter, 24 h; percent of 10 µM SAHA response; activation, % at 6 µM; 360,000 tested, 0.56% active; AID 540364, 2011;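 active means activation above the average of all compounds screened plus 3 SD, cutoff fixed separately per campaign, cut at about 7.5% in these data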;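 further: 0% = DMSO wells and 100% = 10 µM SAHA wells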
PLCb3 inh: human PLC-beta3 inhibitors, primary screen, biochemical, fluorescence. Purified PLC-beta3, fluorogenic substrate. inhibition, % at 12.2 µM. 370,000 tested, 0.18% active; in the data active means inhibition above about 11%;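 further: 0% = median of compound wells on plate and 100% = full blocker control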
PG9 binder: binders of HIV-1 gp120 antibody PG9, primary screen, biochemical, TR-FRET; TR-FRET gp120-PG9 antibody binding; inhibition, % at 6.7 µM; 360,000 tested, 0.43% active; in the data active means inhibition above about 8.5%
DAX1 inh-1: DAX1 (NR0B1) inhibitors, primary screen, cell-based, HEK293, Gal4-DAX1, luciferase luminescence; 340,000 tested, 0.99% active; Nuclear receptor subfamily 0 group B member 1 (Homo sapiens), P51843; AID 504766, 2011; inhibition, % at 6.75 µM; HEK293 Gal4-DAX1 luciferase reporter;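 active means inhibition above the mean over all tested compounds plus 3 SD, cut at about 4.2% in these data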;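 further: 0% = DAX1-transfected cells with DMSO and 100% = empty-vector control cells with DMSO; inhibition shows as a rise in luminescence from relieved DAX1 repression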
Target sequence (P51843 207-470 limits assumed): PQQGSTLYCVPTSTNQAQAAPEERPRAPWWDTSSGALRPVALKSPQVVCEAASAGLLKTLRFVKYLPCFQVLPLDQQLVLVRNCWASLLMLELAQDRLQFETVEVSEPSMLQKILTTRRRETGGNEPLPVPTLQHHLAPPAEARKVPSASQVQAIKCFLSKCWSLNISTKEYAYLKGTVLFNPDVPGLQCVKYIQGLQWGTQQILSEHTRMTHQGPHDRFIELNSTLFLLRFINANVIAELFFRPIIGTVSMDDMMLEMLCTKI
DAX1 inh-2: DAX1 (NR0B1) inhibitors on StAR promoter, primary screen, cell-based, luminescence, SF-1 (NR5A1), full-length DAX-1; HEK293T StAR-luciferase reporter, SF-1/DAX-1 repression relief; AID 652010, 2013; inhibition, % at 6.8 µM; 370,000 tested, 1.1% active;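 active means inhibition above the mean over all tested compounds plus 3 SD, cut at about 3.6% in these data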;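 further: 0% = DAX-1 cells with DMSO and 100% = cells lacking DAX-1 with DMSO; higher inhibition means more luminescence from relief of DAX-1 repression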
hcDAF12 agonist: H. contortus DAF-12 nuclear receptor activators, primary screen, cell-based, luminescence, HEK293, lit1-tk-luc reporter | 370,000 tested, 1.4% active | HEK293 hcDAF-12 lit1-tk-luc reporter; 0% DMSO, 100% Δ7-dafachronic acid | activation, % at 6.8 µM;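 active means activation above the mean of all tested compounds plus 3 SD, cut at about 5.5% in these data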;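 further: 100% = response to 3 µM Δ7-dafachronic acid high control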
hgDAF12 agonist: H. glycines DAF-12 receptor agonists, primary screen, cell-based, luminescence, HEK293, GAL4 fusion, UAS-luciferase | Nuclear hormone receptor DAF-12 (Heterodera glycines), GAL4 fusion | HEK293 GAL4-hgDAF12 UAS-luciferase reporter, agonist luminescence; normalized to butyrate control | activation, % at 6.8 µM | 370,000 tested, 1.8% active | AID 687014, 2013;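 active means activation above a cutoff set at the mean of all screened compounds plus 3 SD, cut at about 10% in these data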;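 further: 0% = DMSO wells and 100% = sodium butyrate wells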
SMARCA2 activ: SMARCA2 (BRM) function activators, primary screen, cell-based, luminescence, high throughput; MG213 cells, MMTV-luciferase reporter, dexamethasone, overnight; activation, % at 9.1 µM; 370,000 tested, 1% active; AID 652017, 2013; in the data active means activation above about 7.8%;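 further: 0% = vehicle wells and 100% = reference activator wells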
HGIII-sPLA2 inh: human group III sPLA2 inhibitors, primary screen, biochemical, QFRET, BODIPY PC-A2 liposome substrate; Group 3 secretory phospholipase A2 (Homo sapiens), Q9NZ20; QFRET BODIPY PC-A2 liposome hydrolysis, fluorescence; inhibition, % at 12.2 µM; 370,000 tested, 0.56% active;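 active means inhibition above mean plus 3 SD of compounds lying within the high and low control bounds, cut at about 19% in these data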;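 further: 0% = median of test compound wells and 100% = no enzyme DMSO wells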
Target sequence (Q9NZ20 whole entry, looked up): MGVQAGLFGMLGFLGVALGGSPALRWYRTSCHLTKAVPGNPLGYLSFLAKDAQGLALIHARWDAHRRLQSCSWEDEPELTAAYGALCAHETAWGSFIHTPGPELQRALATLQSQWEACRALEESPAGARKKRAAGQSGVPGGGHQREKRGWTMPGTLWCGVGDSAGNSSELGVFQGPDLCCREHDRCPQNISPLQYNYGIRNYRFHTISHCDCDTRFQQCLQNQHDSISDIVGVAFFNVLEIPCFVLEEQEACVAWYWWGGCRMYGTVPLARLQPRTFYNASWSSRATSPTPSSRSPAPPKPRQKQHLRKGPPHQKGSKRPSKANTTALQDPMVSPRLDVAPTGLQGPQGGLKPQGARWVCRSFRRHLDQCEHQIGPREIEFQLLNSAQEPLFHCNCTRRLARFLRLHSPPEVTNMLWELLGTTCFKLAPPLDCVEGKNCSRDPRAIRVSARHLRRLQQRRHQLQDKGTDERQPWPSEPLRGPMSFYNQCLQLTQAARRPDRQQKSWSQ
ssDAF-12 act: S. stercoralis DAF-12 nuclear receptor activators, primary screen, cell-based, luminescence, HEK293, GRIP1 co-expression, lit1-tk-luc; Nuclear hormone receptor DAF-12 (Strongyloides stercoralis); HEK293 ssDAF-12/GRIP1 lit1-tk-luc reporter; % of 3 µM dafachronic acid response; activation, % at 6.8 µM; 370,000 tested, 1% active; AID 652126, 2013;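 active means activation above the mean over all tested compounds plus 3 SD, cut at about 0.9% in these data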;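 further: 0% = DMSO-only wells and 100% = 3 µM delta7-dafachronic acid wells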
Active calls of the source: *; i = inactive; · = not tested or not shown; & = joins results of further samples. Hits appear at their usual frequency; about 7% have a hit in one of these screens.

SMILES	NR1D1 modulator	FXN GAA850 act	PLCb3 inh	PG9 binder	DAX1 inh-1	DAX1 inh-2	hcDAF12 agonist	hgDAF12 agonist	SMARCA2 activ	HGIII-sPLA2 inh	ssDAF-12 act
Cc1ccc(S(=O)(=O)N/N=C/c2ccc(OS(=O)(=O)c3ccc(C)c([N+](=O)[O-])c3)cc2)cc1	-1	-1.0	2	-2.9	-0.9	-1.4	-1.3	-0.3	3	-31	-0.8
O=c1cc(-c2ccc(O)c(O)c2)oc2c1ccc1ccccc12	4	2.9	-140	1.6	-1.0	-1.2	-1.6	-2.2	-3	4	-1.9
COc1ccc(C2CCCN2C(=O)Nc2ccc(Cl)cc2)cc1OC (configuration not stated)	-1	1.6	6	1.5	-1.6	-1.6	-2.4	-2.4	2	-7	-1.6
CCOC(=O)c1csc(NC(=O)CCS(=O)(=O)c2ccc(Cl)cc2)n1	-4	0.0	0	0.5	-0.7	2.0	-0.2	2.1	2	-2	-0.8
CC(C)Oc1ccc(NC(=O)Oc2ccccc2)cc1	-4	0.3	6	-0.7	0.5	0.1	-1.8	-2.9	-3	8	0.3
COc1cc2c(cc1OC)-c1cc(Nc3ccc(C)cc3)nc(=O)n1CC2	-4	6.3	-81	0.3	2.4	0.1	-3.4	-1.7	9.9*	4	-1.6
CCn1c(=O)n2n(c1=O)[C@H]1C[N+](Cc3ccc4c(c3)OCO4)=C(N)NC1=C(C)C2	9	·	2	·	·	·	-3.6	2.1	·	3	-1.0
C[C@@H]1CN([C@@H](C)CO)C(=O)c2cc(NS(=O)(=O)c3ccc(F)cc3)ccc2O[C@@H](C)CCCCO[C@H]1CN(C)C(=O)NC1CCCCC1	-1	-12	3	-0.9	1.1	-0.9	-1.9	-1.5	-2	-30	-1.6
C=C1CC[C@@H]2[C@](C)(CO)[C@H](O)CC[C@@]2(C)[C@@H]1C/C=C1/C(=O)OCC1O (some centres not stated)	0	-1.1	-2	0.3	-1.4	-2.0	-1.4	-1.7	1	16	-1.8
CCOC(=O)CSc1nc2cccnc2n1C	0	1.3	-1	-2.2	-0.5	-0.4	-1.0	-0.6	-3	6	-0.6
COc1cc(CCC(=O)Nc2c(C(=O)N3CCN(c4ccccc4)CC3)oc3ccccc23)on1	0	-0.6	-5	-1.4	-0.1	-1.9	-2.2	-1.6	-2	-14	-2.1
CCOC(=O)N1CCN(C(=O)CSc2nc3c(cnn3-c3ccccc3)c(=O)[nH]2)CC1	-6	1.4	1	-1.9	0.4	1.2	-3.0	-1.4	7	-8	-2.0
CCCN(C(=O)Cc1nc(N)n[nH]1)C1(C(=O)Nc2ccccc2C)CCCCC1	10	1.8	3	-0.1	-0.6	-0.7	-1.9	-0.5	-2	6	-0.7
COCC(=O)N(CCN(C)C)Cc1cc2cc3c(cc2nc1Cl)OCO3	5	0.8	0	-1.1	1.4	0.4	0.2	3.6	-1	-2	-1.4
CC(=O)Nc1sc2c(c1-c1nc3ccccc3s1)CN(C(C)C)CC2	5	23*	i	-1.7	1.0	-1.3	14*	11*	19*	-78	2.5*
Cc1ccc2c(cnn2C(=O)CCC(=O)NCc2cccc(Br)c2)c1	0	0.2	4	0.0	-0.6	0.5	1.3	2.1	2	4	-1.2
O=C(Cc1cccc(C(F)(F)F)c1)NCc1cccc(Cl)c1	10	5.0	4	-0.7	0.1	0.5	-1.7	-0.3	2	-5	-1.8
COc1ccc(-c2[nH]ncc2CN2CCCO2)cc1F	-8	2.3	-2	0.6	0.9	-0.3	-0.9	0.8	-1	-2	-1.8
COc1ccc(C(=O)O/N=C(\N)c2ccccc2)cc1OC	-1	4.7	-1	1.4	5.9*	2.1	5.2	17*	7	-4	-0.2
C[C@H](NC(=O)[C@@H]1CSC2c3ccccc3C(=O)N21)C(=O)NCCc1ccccc1 (some centres not stated)	2	2.3	-7	-0.2	-1.9	2.7	2.4	7.2	0	1	-0.3
Cn1c(O)c(N=NC(=O)c2cccc(S(=O)(=O)N3CCCCC3)c2)c2ccccc21	-6	1.9	2	-1.9	-0.7	-0.6	-0.9	1.1	0	4	-1.7
O=C(N/N=C/c1c[nH]c2ccccc12)c1ccccc1Cl	4	3.2	-5	-2.2	0.9	0.3	4.5	5.1	5	-8	0.4
COc1cc(CN2CCC(n3nccc3NC(=O)C3CCOC3)CC2)ccc1F (configuration not stated)	-6	1.5	-6	-1.5	1.5	-0.3	2.0	-0.1	-2	7	-1.0
Cc1ccccc1OCC(=O)NCCNC(=O)c1ccncc1	-1	-0.5	-3	0.1	-1.6	-0.1	-1.0	-0.7	-3	-2	-1.2
CN1CCN(CC(=O)Nc2c(C#N)cnn2-c2ccccc2)CC1	1	0.1	-9	-0.7	·	-0.1	1.2	-1.2	-2	-3	-1.3

Overlap with the part before: four compounds; new compounds follow.
SMILES	NR1D1 modulator	FXN GAA850 act	PLCb3 inh	PG9 binder	DAX1 inh-1	DAX1 inh-2	hcDAF12 agonist	hgDAF12 agonist	SMARCA2 activ	HGIII-sPLA2 inh	ssDAF-12 act
O=C(N/N=C/c1c[nH]c2ccccc12)c1ccccc1Cl	4	3.2	-5	-2.2	0.9	0.3	4.5	5.1	5	-8	0.4
COc1cc(CN2CCC(n3nccc3NC(=O)C3CCOC3)CC2)ccc1F (configuration not stated)	-6	1.5	-6	-1.5	1.5	-0.3	2.0	-0.1	-2	7	-1.0
Cc1ccccc1OCC(=O)NCCNC(=O)c1ccncc1	-1	-0.5	-3	0.1	-1.6	-0.1	-1.0	-0.7	-3	-2	-1.2
CN1CCN(CC(=O)Nc2c(C#N)cnn2-c2ccccc2)CC1	1	0.1	-9	-0.7	·	-0.1	1.2	-1.2	-2	-3	-1.3
N/C(=N\N=C\c1ccc(O)cc1)c1nonc1N	2	2.1	9	-4.3	2.9	3.6	7.9*	16*	0	2	0.0
NC(N)=NC(=O)c1nc(Cl)c(N)nc1N	5&-5&-2&7	-1.7&-0.2&0.9	-48&-52&-54	-0.1&0.3&1.0	-1.1&-0.5&0.5	1.6&1.2&0.4	-3.0&1.1&2.0	1.1&2.1&2.6	1&3&4	1&1&11	-0.4&-0.9&-0.5
CN(C)c1ccc(NC(=O)c2cccc(C(=O)Nc3ccc(N(C)C)cc3)n2)cc1	8	3.1	-4	1.4	-2.6	0.2	-0.9	6.6	2	28*	-1.0
Cc1cc(C)n2nc(-c3ccc(Cl)cc3)cc2n1	65*	3.9	-86	-0.8	3.6	1.2	13*	11*	6	-12	1.9*
CCN(CC)CCCNC(=S)N(Cc1cccnc1)Cc1cc2cc(C)cc(C)c2[nH]c1=O	0	2.4	-3	-0.4	0.7	3.3	1.5	5.2	-1	2	-0.1
CC(=O)Nc1ccc(C(=O)OCCc2ccccc2)cc1	-5	0.9	-4	-0.8	1.9	0.2	-0.4	3.6	8.8*	-4	-0.2
COc1ccc(NC(=S)Nc2ccc(Oc3ccccc3)cc2)cc1	6	-0.7	-2	-0.8	0.5	-0.9	-0.3	0.2	-1	-7	-1.5
CC(=O)n1cc([C@H]2C=C(C(=O)N3CCOCC3)O[C@@H](OCCCCO)C2)c2ccccc21	-1	1.4	-13	-4.3	1.6	0.1	2.4	0.6	-1	0	-0.5
NC(=O)N/N=C/c1cn(CC(=O)Nc2ccc(F)cc2)c2ccccc12	4	-0.2	-71	-0.4	·	0.4	2.8	1.8	2	-5	0.3
CC(=O)c1ccc(N(CC(=O)NCC2CCCO2)C(=O)CCC(=O)Nc2cc(C)on2)cc1 (configuration not stated)	0	5.3	-5	0.4	-1.2	-0.1	0.7	-0.5	-4	13	-0.6
Cn1cc(-c2nnnn2-c2ccc(Cl)cc2)c(=O)c2ccccc21	2	-1.3	6	-1.1	-0.1	-0.1	0.7	-1.1	-3	0	-0.1
CC(C)CNc1nc(Oc2ccc(=O)n(-c3ccccc3)n2)nc(N2CCOCC2)n1	-2	0.9	2	-0.6	2.0	-0.1	-0.8	-2.4	-1	-1	-0.9
C=CCNC(=O)c1ccc(NC(=O)CC2SC(N3CCCC3)=NC2=O)cc1 (configuration not stated)	5	-1.0	2	-1.1	0.8	0.3	-1.5	-1.4	-2	-2	-0.6
COc1ccc(OCc2nnc(SCC(=O)NCc3ccco3)o2)cc1	-4	0.3	3	0.6	2.8	-0.1	-1.6	1.7	1	3	-0.7
CC(C)C(NC(=O)c1c(F)cccc1F)C(=O)N1CCN(S(=O)(=O)/C=C/c2ccccc2)CC1 (configuration not stated)	7	-0.9	-5	0.5	1.6	0.3	-0.6	-1.1	-1	-3	-1.5
CC1(C)Cc2c(cnn2-c2cccc(F)c2)C(NC(=O)CCN2CCCC2=O)C1 (configuration not stated)	5	1.4	-7	-2.9	0.1	-1.2	-1.4	-2.7	-1	5	-0.6
Cc1cccc(C2C3=C(Nc4[nH]n(-c5ccccc5)c(=O)c42)c2ccccc2C3=O)c1 (configuration not stated)	3	-3.3	-1	-4.7	-0.3	-0.9	-1.6	0.1	1	-16	-1.2
Cc1n[nH]c2c([N+](=O)[O-])c(=O)[nH]c(=O)n12	-8	-1.4	5	2.3	0.4	-0.4	-0.7	-2.5	-3	14	-1.0
NC(=O)c1ccsc1NC(=O)COC(=O)Cc1n[nH]c(=O)c2ccccc12	-5	1.5	-2	-1.5	-0.7	1.5	-1.4	2.4	-1	-9	-0.6

Gathered by group: the compounds so far with a nitro group on carbon (2)
SMILES	NR1D1 modulator	FXN GAA850 act	PLCb3 inh	PG9 binder	DAX1 inh-1	DAX1 inh-2	hcDAF12 agonist	hgDAF12 agonist	SMARCA2 activ	HGIII-sPLA2 inh	ssDAF-12 act
Cc1ccc(S(=O)(=O)N/N=C/c2ccc(OS(=O)(=O)c3ccc(C)c([N+](=O)[O-])c3)cc2)cc1	-1	-1.0	2	-2.9	-0.9	-1.4	-1.3	-0.3	3	-31	-0.8
Cc1n[nH]c2c([N+](=O)[O-])c(=O)[nH]c(=O)n12	-8	-1.4	5	2.3	0.4	-0.4	-0.7	-2.5	-3	14	-1.0

Compound activity (PubChem)
